Screening data (PubChem BioAssay)
tim10-1 inh = inhibits growth of tim10-1 mutant yeast; AID 463190; hit rate 2.2% among 330,000; inhibition, % at 20 µM; S. cerevisiae tim10-1 ts strain growth, BacTiter-Glo, 24 h;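 active = inhibition of at least 40%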;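 note: mutant grown at 25 °C; 0% = DMSO wells with yeast and 100% = wells holding no yeast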
NLRP3 yeast inh = NALP3 inhibition in yeast. Yeast reconstituted NLRP3/ASC/caspase-1, beta-gal luminescence, 24 h. inhibition, % at 10 µM. hit rate 0.39% among 330,000. AID 2825;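 active = inhibition of 50% or more; inactive = inhibition below 50%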;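 note: plate controls were induced DMSO wells for no effect and uninduced yeast grown without galactose for full effect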
TIM10 inh = growth inhibitors of TIM10 yeast strain; S. cerevisiae TIM10 strain growth, BacTiter-Glo luminescence, 24 h; inhibition, % at 10 µM; hit rate 1.4% among 330,000; AID 463195;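 active = inhibition of 40% or more at the single tested concentration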;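 note: wild-type TIM10 isogenic control strain grown at permissive 25 °C; 0% = DMSO yeast wells and 100% = minimal medium wells without yeast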
APOBEC3G inh = inhibitors of human APOBEC3G DNA deaminase. Q9HC16. recombinant A3G, ssDNA deamination FAM/TAMRA fluorescence. inhibition, % at 20 µM. hit rate 0.28% among 330,000. AID 493012;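 active = inhibition of at least 40% at 20 µM, with no more than 30% in the related APOBEC3A deaminase screen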;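 note: plate controls were DMSO wells with A3G for no effect and wells lacking A3G enzyme for full effect; some compounds called inactive have numbers as strong as hits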
Target sequence (Q9HC16 whole entry, looked up): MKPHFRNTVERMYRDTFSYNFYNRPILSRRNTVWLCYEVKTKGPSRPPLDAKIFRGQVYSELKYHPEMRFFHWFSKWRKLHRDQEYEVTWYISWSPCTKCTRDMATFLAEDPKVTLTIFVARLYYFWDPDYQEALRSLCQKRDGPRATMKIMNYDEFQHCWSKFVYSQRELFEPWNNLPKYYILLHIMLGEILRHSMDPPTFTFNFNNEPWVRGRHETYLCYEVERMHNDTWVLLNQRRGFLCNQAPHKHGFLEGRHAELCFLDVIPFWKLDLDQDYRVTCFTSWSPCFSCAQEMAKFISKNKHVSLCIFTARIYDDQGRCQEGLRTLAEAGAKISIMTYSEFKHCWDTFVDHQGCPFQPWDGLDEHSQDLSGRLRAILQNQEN
mIAP act = mouse IAP activation; muIAP, CDP-Star luminescence, 30 min; active compounds read high; 1 = vehicle-only enzyme signal, 0 = enzyme-free wells; activation factor at 10 µM; hit rate 0.24% among 330,000;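 active = activation factor of at least 2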; note: the source names both 10 and 20 µM as test concentration; values of inactives mirror those of a sister screen read the other way
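System: Mouse IAP enzyme | Also added: CDP-Star substrate | Dosing: Compounds dispensed in DMSO | Schedule: 30 min enzyme-substrate-compound incubation at room temperature | Technique: Chemiluminescence readout | Control set: DMSO-only wells and no-enzyme negative control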
hIAP block = blocks human intestinal alkaline phosphatase; P09923; inhibition, % at 10 µM; hit rate 0.12% among 330,000; purified IAP, CDP-Star luminescence, 30 min;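 active = inhibition reaching a set limit with compound at 10 µM in the primary screen, cut at about 35% in these data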;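 note: plate controls were DMSO wells with enzyme for no effect and no-enzyme buffer wells for full effect; values of inactives mirror those of a sister screen read the other way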
MIN6 prolif = induces beta-cell replication in MIN6 cells; proliferation, % at 10 µM; hit rate 0.29% among 330,000; MIN6 cells proliferation, ATPlite luminescence, 48 h; cells starved in 0.2% serum; 100% = growth in 10% serum;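 active = compounds whose signal lies at least 3.5 SD above the mean of all wells on their plate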;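 note: 0% = DMSO-treated cells in low-serum medium and 100% = 10% serum control; some compounds called inactive have numbers as strong as hits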
A3A deaminase = blocks human APOBEC3A ssDNA deamination. AID 493011. hit rate 0.41% among 330,000. recombinant A3A, FAM/TAMRA ssDNA deamination fluorescence. P31941. inhibition, % at 20 µM;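 active = at least 40% inhibition at 20 µM here, with at most 30% in a related deaminase screen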;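 note: plate controls were A3A with DMSO for no effect and wells lacking A3A enzyme for full effect; some results filed as inactive read as strong as hits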
Target sequence (P31941 whole entry, looked up): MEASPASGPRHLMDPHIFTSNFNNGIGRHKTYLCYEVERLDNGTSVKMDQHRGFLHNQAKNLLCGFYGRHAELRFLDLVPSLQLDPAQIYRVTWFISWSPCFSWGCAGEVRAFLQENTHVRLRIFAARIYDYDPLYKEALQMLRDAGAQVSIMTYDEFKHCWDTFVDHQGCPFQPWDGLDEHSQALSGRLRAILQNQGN
mIAP inh = mouse IAP inhibition. purified mouse IAP, CDP-Star luminescence, 30 min. inhibition, % at 10 µM. hit rate 0.2% among 330,000. AID 2806;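 active = inhibition of at least 40% at 10 µM in the primary screen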;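 note: plate controls were DMSO with enzyme for no effect and no enzyme wells for full effect; values of inactives mirror those of a sister screen read the other way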
Starred values were filed as active, the others as inactive. An unsorted share of the library. About 4.6% of those tested had a hit in this group.

1. COc1cc([N+](=O)[O-])ccc1NC(=S)Nn1cnnc1
2. Cc1ccc(NC(=O)C(=O)NCCc2c[nH]c3ccccc23)c(C)c1
3. O=C(Nc1ccccc1C(F)(F)F)N1CCCC(O)C1 (stereo not drawn)
4. Cc1ccccc1Nc1nnc(SCC(=O)c2c(N)n(C)c(=O)n(C)c2=O)s1
5. Nn1c(SCC(=O)N2CCCC2=O)nnc1-c1cccs1
6. CCOCCCN(Cc1ccco1)S(=O)(=O)c1csc(C(N)=O)c1
7. O=C(CCNC(=O)c1ccc([N+](=O)[O-])cc1)NCCc1ccccc1
8. Cc1ccc(/C=C/C(=O)OCC(=O)NC(=O)NCc2ccccc2)cc1
9. CCOC(=O)C1CCCN(C2=NC(=O)/C(=C/c3ccc(O)c(OC)c3)S2)C1 (stereo not drawn)
10. Clc1ccccc1-c1nnc2n1-c1ccccc1SC2
assay / entry,1,2,3,4,5,6,7,8,9,10
A3A deaminase,-6,3,-15,-1,-2,0,0,-4,4,1
hIAP block,16,12,-1,1,-12,-5,-9,-3,-4,-7
MIN6 prolif,1,-1,2,-2,-6,-2,0,1,-2,-2
NLRP3 yeast inh,16,21,12,7,10,17,16,9,26,9
TIM10 inh,-4,4,-4,-14,-3,7,0,6,20,18
mIAP act,0.82,0.95,0.9,1.1,0.96,1,0.97,1.1,0.93,1.1
APOBEC3G inh,1,2,-5,0,-10,1,-4,-8,-3,1
mIAP inh,18,5,10,-10,4,0,3,-9,7,-10
tim10-1 inh,7,-10,-7,2,-23,-3,-11,14,28,15

11. CC(=O)Nc1nonc1NC(=O)c1ccc(F)cc1
12. Clc1ccc(Cc2noc(-c3cccs3)n2)cc1
13. CCCS(=O)c1nc(C)cc(C)c1S(C)(=O)=O (stereo not drawn)
14. CC1(C)CC(NC(=O)C2CCN(S(=O)(=O)c3cccc(C(F)(F)F)c3)CC2)CC(C)(C)N1
15. CCOC(=O)c1ccc(NC(=O)c2c(C)[nH]c(C(=O)OCC)c2C)cc1
16. Cn1c(NC(=O)c2cc(Cl)ccc2Cl)cc(=O)n(C)c1=O
17. O=C(CCCCCN1C(=O)C2C3C=CC(C3)C2C1=O)Nc1nccs1 (stereo not drawn)
18. CN(C)C(=O)C1C2NC(=S)N(c3ccccc3)C1(C)Oc1ccccc12 (stereo not drawn)
19. COCCN1Cc2cccc(C(=O)Nc3ccc(S(=O)(=O)N4CCCCC4)cc3)c2C1=O
20. COc1ccc(N2CCN(C(=O)CCCC3=NS(=O)(=O)c4ccccc4N3)CC2)cc1
assay / entry,11,12,13,14,15,16,17,18,19,20
A3A deaminase,-1,-2,1,21,-2,-5,-2,1,0,0
hIAP block,-8,14,-4,-1,11,-10,8,-5,-15,20
MIN6 prolif,-4,-4,-2,1,1,0,0,-1,0,4
NLRP3 yeast inh,-2,22,-6,13,17,-4,-5,9,-2,11
TIM10 inh,-29,8,-4,11,-26,-9,-6,0,-19,5
mIAP act,1.1,1,0.95,1.1,0.94,1,1.1,1.1,1.1,1
APOBEC3G inh,-4,-7,-8,9,-6,-14,4,-4,-4,-3
mIAP inh,-5,0,5,-6,6,-1,-14,-11,-14,0
tim10-1 inh,14,12,-2,4,20,5,4,16,5,9

Compounds from the list above that contain a halogen (six):
3. O=C(Nc1ccccc1C(F)(F)F)N1CCCC(O)C1 (stereo not drawn)
10. Clc1ccccc1-c1nnc2n1-c1ccccc1SC2
11. CC(=O)Nc1nonc1NC(=O)c1ccc(F)cc1
12. Clc1ccc(Cc2noc(-c3cccs3)n2)cc1
14. CC1(C)CC(NC(=O)C2CCN(S(=O)(=O)c3cccc(C(F)(F)F)c3)CC2)CC(C)(C)N1
16. Cn1c(NC(=O)c2cc(Cl)ccc2Cl)cc(=O)n(C)c1=O
assay / entry,3,10,11,12,14,16
A3A deaminase,-15,1,-1,-2,21,-5
hIAP block,-1,-7,-8,14,-1,-10
MIN6 prolif,2,-2,-4,-4,1,0
NLRP3 yeast inh,12,9,-2,22,13,-4
TIM10 inh,-4,18,-29,8,11,-9
mIAP act,0.9,1.1,1.1,1,1.1,1
APOBEC3G inh,-5,1,-4,-7,9,-14
mIAP inh,10,-10,-5,0,-6,-1
tim10-1 inh,-7,15,14,12,4,5

Next structures:
21. CN(C)c1ccc(/C=C/c2nnnn2-c2ccccc2)cc1
22. O=C(NCCCO)c1cc2ccccc2[nH]1
23. O=C(COC(=O)C1CC1)Nc1ccc(Cl)cn1
24. O=C1OC[C@H]2CCCN2C(=O)[C@@H](CC(=O)N(CCO)Cc2ccccc2)C/C=C\CC[C@H]1Cc1ccc(F)cc1
25. Cc1onc(-c2ccccc2)c1C(=O)N(CC(C)C)c1c(N)n(CC(C)C)c(=O)[nH]c1=O
26. CCN1CCCC1Cn1cnc2c([nH]c3ccc(Cl)cc32)c1=O (stereo not drawn)
27. O=C(COc1ccc(Br)cc1)Nc1ccccc1C(=O)N1CCOCC1
28. CC(=O)N(c1ccc2oc(=O)sc2c1)S(=O)(=O)c1cccc2cccnc12
29. CCc1cc2c(SCC(=O)N3CC(=O)Nc4ccccc43)ncnc2s1
30. O=C(NCc1ccncc1)C(=O)N/N=C/c1ccccn1
assay / entry,21,22,23,24,25,26,27,28,29,30
A3A deaminase,-3,-3,4,-2,-1,-1,-3,-5,-5,-1
hIAP block,3,10,10,-4,-5,-7,-26,8,-8,-40
MIN6 prolif,4,-4,0,1,-2,-2,0,-3,0,2
NLRP3 yeast inh,24,6,3,23,9,-6,6,7,-12,16
TIM10 inh,23,-6,9,4,7,4,7,8,23,16
mIAP act,0.87,0.89,0.99,1.1,1.2,0.99,0.97,0.95,1,0.77
APOBEC3G inh,-8,-3,-5,-7,-6,-5,-3,-11,-5,-5
mIAP inh,13,12,1,-8,-17,1,2,5,-1,23
tim10-1 inh,23,1,-7,30,9,9,9,-8,21,7

An excerpt from above, limited to A3A deaminase, tim10-1 inh and mIAP act:
No.	Molecule	A3A deaminase	tim10-1 inh	mIAP act
23	O=C(COC(=O)C1CC1)Nc1ccc(Cl)cn1	4	-7	0.99
24	O=C1OC[C@H]2CCCN2C(=O)[C@@H](CC(=O)N(CCO)Cc2ccccc2)C/C=C\CC[C@H]1Cc1ccc(F)cc1	-2	30	1.1
25	Cc1onc(-c2ccccc2)c1C(=O)N(CC(C)C)c1c(N)n(CC(C)C)c(=O)[nH]c1=O	-1	9	1.2
26	CCN1CCCC1Cn1cnc2c([nH]c3ccc(Cl)cc32)c1=O (stereo not drawn)	-1	9	0.99

Next compounds follow:
31. C#CCN1C(=O)S/C(=C\c2ccc(-c3ccc(Cl)c(C(=O)O)c3)o2)C1=O
32. OC(CN1C2=NCCCN2c2ccccc21)c1ccc(Cl)cc1 (stereo not drawn)
33. O=C(O)C1CCCN(S(=O)(=O)Cc2ccccc2)C1 (stereo not drawn)
34. CCC(Sc1nc(C)cc(C)n1)C(=O)O (stereo not drawn)
35. Cc1ccc(NC(=O)N2CCN(S(=O)(=O)c3ccccc3)CC2)cc1
36. O=C(c1ccccc1)C1CCN(C(=O)C2CCC(=O)N(Cc3cccc(F)c3)C2)CC1 (stereo not drawn)
37. CC(C)OC(=O)c1sc2nc3c(cc2c1N)C(=O)CCC3
38. O=C1COc2ccc(S(=O)(=O)N3CCC(C(=O)NCc4ccc(F)cc4)CC3)cc2N1
39. O=C(CCc1ccc(S(=O)(=O)NCCc2ccccc2)cc1)NCc1ccc2c(c1)OCO2
40. CCOC(=O)C1=CN(Cc2ccc(OC)cc2)C=C(C(=O)OCC)C1c1cccs1
assay / entry,31,32,33,34,35,36,37,38,39,40
A3A deaminase,12,-4,-1,-1,-3,-5,-10,-2,-3,-1
hIAP block,-6,12,-7,-9,-16,-10,-14,-6,3,-16
MIN6 prolif,0,-5,0,-2,1,-2,-3,-2,-2,-5
NLRP3 yeast inh,8,4,19,12,-2,16,13,19,20,20
TIM10 inh,0,0,9,-6,11,3,18,-10,13,-1
mIAP act,0.94,0.89,1,1,0.98,0.99,1,1,1,1
APOBEC3G inh,-4,-7,-5,1,-4,-5,-11,-4,-9,5
mIAP inh,6,11,-1,-3,2,1,-3,-2,-4,-1
tim10-1 inh,-12,5,3,3,23,6,-8,-4,1,24

Single entries from the entries so far:
For mIAP act, entry 35 has the entry 0.98
For MIN6 prolif, entry 37 has the entry -3

The list goes on.
41. CCN1CCN(c2cc(C)c3cc(NC(=S)N4CCCC(C)C4)ccc3n2)CC1 (stereo not drawn)
42. C/C(=N/NC(=O)c1ccoc1C)C12CC3CC(CC(C3)C1)C2
43. CC(=O)c1ccc(NC(=O)C2CCC(C)(C(=O)O)C2(C)C)cc1 (stereo not drawn)
44. C=CCN1C(=O)/C(=C\c2cccs2)C(C(=O)OC)=C1C
45. COc1ccc(S(=O)(=O)N(Cc2ccccc2)Cc2nc3ccccc3c(=O)[nH]2)cc1
46. O=C(CCN1CCN(Cc2ccccc2)CC1)NNC(=O)Nc1cccc([N+](=O)[O-])c1
47. Cc1ccc(C)c(C(=O)COC(=O)C2CCN(c3ccc(C(F)(F)F)cn3)CC2)c1
48. CCc1nn2c(=O)cc(CSCC(=O)Nc3ccccc3F)nc2s1
49. Cc1ccc(-n2ccc(-c3nn(-c4ccccc4)ccc3=O)n2)cc1
50. COc1ccc(N(C(C)=O)C2C=CS(=O)(=O)C2)c(OC)c1 (stereo not drawn)
assay / entry,41,42,43,44,45,46,47,48,49,50
A3A deaminase,-8,-19,-2,2,-2,-3,6,2,2,-1
hIAP block,-19,1,-1,-8,14,-23,0,27,-11,11
MIN6 prolif,-5,3,-1,5,-2,-2,-3,-2,5,-1
NLRP3 yeast inh,2,8,4,24,12,22,13,20,12,14
TIM10 inh,-17,6,-2,3,1,7,-3,-2,-5,8
mIAP act,1,0.96,0.99,0.93,0.93,0.91,0.96,0.93,1,1
APOBEC3G inh,-6,-8,-5,0,-3,-4,-3,4,-2,-3
mIAP inh,-4,4,0,7,7,9,4,7,-2,-3
tim10-1 inh,6,10,0,26,3,6,12,-4,20,10

51. CCOc1ccc(OCCSc2nnnn2-c2ccccc2)cc1
52. CCCCn1c(O)c(N=NC(=O)c2ccco2)c2ccccc21
53. CC(=O)Nc1ccc(C)c(NS(=O)(=O)c2cccc(C(F)(F)F)c2)c1
54. COC(=O)C(Cc1c[nH]c2ccccc12)N1CCS(=O)(=O)CC1 (stereo not drawn)
55. CC(=O)Nc1ccc(S(=O)(=O)Oc2ccc(/C=N/N=C3/NC(=O)C(CC(=O)O)S3)cc2)cc1 (stereo not drawn)
56. COc1ccc(Cc2nnc(SCC(=O)N3CCCC(C)C3)o2)cc1 (stereo not drawn)
assay / entry,51,52,53,54,55,56
A3A deaminase,-4,0,-3,-3,-1,0
hIAP block,19,6,-37,-3,-2,7
MIN6 prolif,-1,-1,0,4,-1,-3
NLRP3 yeast inh,12,14,9,14,16,26
TIM10 inh,12,20,9,0,2,13
mIAP act,0.86,0.92,1,1,0.84,0.97
APOBEC3G inh,-4,-9,-5,-11,-2,-4
mIAP inh,14,8,0,-1,16,3
tim10-1 inh,16,27,8,3,3,25
